PTHR1 ag: qHTS for PTHR1 Agonists: Primary Screen; Parathyroid hormone/parathyroid hormone-related peptide receptor (Homo sapiens), Q03431; HEK293 GP2 PTHR1 cells, GloSensor cAMP luminescence, 1 h; Potency, µM (doses to about 115 µM), for the others: at the top dose activation, most hits filed as activators; 410,000 compounds, 0.075% hits; AID 743266, 2014; note: nearly all actives have a fitted effect of over 55% in size; some results filed as inactive show a strong effect at the top dose; inactives centre near -15; many of its hits are not listed in these tables
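HEK-293-derived GP2 cells expressing PTHR1 and a GloSensor cAMP reporter, 3,000/well, plated overnight, given luciferin plus IBMX (each 0.5 mM as added) for 1 h at 37 °C, then compound for 1 h at 37 °C. Luminescence was read after 15 min at room temperature.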
FUS suppressor: qHTS for Suppressors of FUS Proteinopathy: Primary screen using FUS-linked yeast assay. S. cerevisiae FUS-expressing, growth rescue, OD600, 24 h. 390,000 compounds, 0.24% hits. Potency, µM (doses to about 76.6 µM), inactives show at the highest dose growth rescue (activation), hits mostly activators;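 note: plate controls were DMSO vehicle for no effect and reference control for full effect; nearly all actives have a fitted effect of over 55% in size; some results filed as inactive show a strong effect at the top dose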
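Galactose (2%) drives FUS expression in yeast precultured in raffinose; seeding density OD 0.005. Test compounds incubated 24hr at 30C and 99% humidity before absorbance at 600 nm was measured.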
aSyn rescue: qHTS of alpha-syn Inhibitors. 370,000 compounds, 0.14% hits. Potency, µM (doses to about 46.1 µM), inactives show at the top dose growth rescue (activation), most hits filed as activators. Yeast expressing alpha-synuclein, growth rescue, BacTiter-Glo, 24 h; note: % of control where 0% means no effect; nearly all actives have a fitted effect of over 65% in size
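Galactose-induced alpha-syn yeast (OD600=0.02, raffinose-pregrown) + pinned cpd, 24 hr, 30 deg C; growth by BacTiter-Glo luminescence. Growth restoration scores as activation.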
EPAC2 antagonist: qHTS for Antagonist of cAMP-regulated guanine nucleotide exchange factor 2 (EPAC2): primary screen; Rap guanine nucleotide exchange factor 4 (Homo sapiens), Q8WZA2; EPAC2 GEF exchange of Rap1B-BODIPY-GDP, fluorescence; Potency, µM (top dose mostly 114 µM), for the others: at the top dose activity, negative = inhibition, usual class: inhibitors; 360,000 compounds, 0.18% hits; note: % is set by controls: 0 for no effect and ±100 for the full control effect; nearly all actives have a fitted effect of over 45% in size; many of its hits are not listed in these tables
Target sequence (Q8WZA2 whole entry, looked up): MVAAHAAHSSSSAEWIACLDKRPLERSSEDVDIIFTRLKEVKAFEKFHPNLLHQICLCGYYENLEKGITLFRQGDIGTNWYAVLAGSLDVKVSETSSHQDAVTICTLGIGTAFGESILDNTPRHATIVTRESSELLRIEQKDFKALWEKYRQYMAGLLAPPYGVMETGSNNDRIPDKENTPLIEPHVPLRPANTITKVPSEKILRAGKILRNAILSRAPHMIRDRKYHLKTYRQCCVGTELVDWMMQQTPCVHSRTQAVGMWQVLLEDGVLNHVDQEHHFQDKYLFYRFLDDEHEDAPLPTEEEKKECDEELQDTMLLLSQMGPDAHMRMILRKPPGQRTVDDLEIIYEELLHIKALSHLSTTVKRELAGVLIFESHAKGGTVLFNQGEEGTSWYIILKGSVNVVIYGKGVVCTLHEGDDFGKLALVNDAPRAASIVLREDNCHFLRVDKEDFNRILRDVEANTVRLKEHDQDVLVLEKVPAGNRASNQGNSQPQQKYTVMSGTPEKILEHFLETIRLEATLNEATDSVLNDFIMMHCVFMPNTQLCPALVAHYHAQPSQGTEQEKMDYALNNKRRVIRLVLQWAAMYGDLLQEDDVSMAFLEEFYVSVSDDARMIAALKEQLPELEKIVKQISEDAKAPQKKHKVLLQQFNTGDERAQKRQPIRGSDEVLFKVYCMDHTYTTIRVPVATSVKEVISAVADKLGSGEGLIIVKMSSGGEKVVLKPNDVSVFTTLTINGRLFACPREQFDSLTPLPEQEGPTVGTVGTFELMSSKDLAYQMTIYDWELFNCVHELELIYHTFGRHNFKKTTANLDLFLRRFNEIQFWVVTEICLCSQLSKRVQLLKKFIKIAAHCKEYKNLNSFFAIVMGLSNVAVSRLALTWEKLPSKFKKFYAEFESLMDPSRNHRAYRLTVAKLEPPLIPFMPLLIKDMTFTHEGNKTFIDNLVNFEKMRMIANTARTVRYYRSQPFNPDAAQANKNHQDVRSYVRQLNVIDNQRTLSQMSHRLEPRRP
EPAC2 agonist: qHTS for Agonist of cAMP-regulated guanine nucleotide exchange factor 4 (EPAC2): primary screen; Rap guanine nucleotide exchange factor 4 (Homo sapiens), Q8WZA2; EPAC2 activation, biochemical qHTS; response scale: 100% = 6.5 mM cAMP response; Potency, µM (top dose mostly 154 µM), for the others: at the top dose activation, actives largely listed as activators; 360,000 compounds, 0.079% hits; AID 720711, 2013; note: nearly all actives have a fitted effect of over 50% in size
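qHTS, titration series. 100 nM EPAC2 / 250 nM Rap1B-BODIPY-GDP / 50 uM GDP; RT; ex 480/em 540 nm, 5-min reads to 30 min. Norm. to 6.5 mM cAMP = activation.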
TDP-43 yeast inh: qHTS of TDP-43 Inhibitors | TDP-43 expressing yeast growth rescue, BacTiter-Glo, 24 h | AID 652104, 2013 | 410,000 compounds, 1.8% hits | Potency, µM (doses to about 46.1 µM), inactives show top-dose growth rescue (activation), hits mostly activators; note: % of control where 0% means no effect; nearly all actives have a fitted effect of over 50% in size
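Growth rescue of TDP-43-toxic yeast measured as ATP luminescence (BacTiter-Glo). Cells grown to mid-log in raffinose, induced in galactose at OD600=0.02, exposed to compound 24 hr at 30 deg C.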
EPAC1 agonist: qHTS for Agonist of cAMP-regulated guanine nucleotide exchange factor 3 (EPAC1): primary screen | Rap guanine nucleotide exchange factor 3 (Homo sapiens), O95398 | EPAC1 agonist qHTS, biochemical assay; response scale: 100% = response to 6.5 mM cAMP | Potency, µM (doses to about 154 µM), for inactives: at the highest dose activation, most hits filed as activators | 360,000 compounds, 0.073% hits; note: nearly all actives have a fitted effect of over 60% in size
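EPAC1 100 nM, Rap1B–BODIPY-GDP 250 nM, unlabeled GDP 50 uM; compound titration; 5 min RT; kinetic read ex480/em540 at 5-min intervals ×30 min; data normalized to 6.5 mM cAMP agonist control.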
EPAC1 antagonist: qHTS for Antagonist of cAMP-regulated guanine nucleotide exchange factor 3 (EPAC1): primary screen; Rap guanine nucleotide exchange factor 3 (Homo sapiens), O95398; EPAC1 GEF assay, Rap1b-BODIPY-GDP exchange fluorescence; Potency, µM (doses to about 115 µM), for inactives: top-dose activity change, negative = inhibition, actives largely listed as inhibitors; 360,000 compounds, 0.14% hits; AID 720709, 2013;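 note: plate controls were vehicle for no effect and positive control for full effect; nearly all actives have a fitted effect of over 50% in size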
Active calls of the source: *; i = inactive; ? = inconclusive; / = no result given; & = joins results of further samples; [ ] = dose if it differs, or a comment. Calls come from the whole dose curve; as a rule, active = well fitted curve in the direction sought with a large enough effect; inconclusive = small, poorly fitted or top-dose-only effect, or another doubt; inactive = no such curve, though single readings can be large; an effect the other way counts as inactive or inconclusive. Potency is the fitted concentration of half-maximal effect. An excerpt; count on the stated rates, not on these rows.

SMILES	PTHR1 ag	FUS suppressor	aSyn rescue	EPAC2 antagonist	EPAC2 agonist	TDP-43 yeast inh	EPAC1 agonist	EPAC1 antagonist
CCOc1cc(N2CCOCC2)c(OCC)cc1NC(=O)c1cc(S(=O)(=O)N2CCOCC2)ccc1C	i	/	5%	2%	1%	-15%	2%	1%
Cc1ccc(-n2c(O)c(/C=N/Nc3ccc(S(=O)(=O)N4CCOCC4)cc3[N+](=O)[O-])c3ccccc3c2=O)c(C)c1	-34%	57%	-9%	-4%	4%	-37%[inhibitor]	-2%	48%[activator]
O=C(CSc1ccccc1C(=O)O)c1ccccc1	i	18%	1%	0%	1%	12%	-2%	-7%
COC(=O)C1(C)NC(c2ccccc2F)C2C(=O)N(c3ccccc3)C(=O)C21 (configuration not stated)	i	-20%	-5%	8%	8%	-15%	-15%	-10%
Cc1cccc(N(C)c2ncnc3onc(-c4ccc(F)cc4)c23)c1C	-4%	-9%	8%	?	14%	?	7%	-3%
O=c1c2ccccc2c2ccccc2c(=O)n1Cc1ccco1	i	-6%	9%	-8%	9%	?	13%	-5%
COc1cc(C(=O)N/N=C/c2ccc(OC(=O)N3CCOCC3)cc2)cc(OC)c1OC	0%	6%	7%	0%[57.1 µM]	12%	-1%	1%	-11%
O=C(Nc1ccc(Cl)c(C(F)(F)F)c1)[C@@H]1CC=C[C@@H]2CCN(C3CC3)C(=O)[C@@H]21	-8%	-28%	0%	13%	-4%	?	0%	-2%
CC1CN(C(=O)C(C)N2CCN(c3cccc(Cl)c3)CC2)CC(C)O1 (configuration not stated)	i	15%	6%	2%	2%	15%	9%	6%
Cn1c(CCN2CCCCC2)nc2cc(NS(=O)(=O)c3ccccc3)ccc21	-3%	32%	3%	2%	6%	5%	12%	4%
O=C(COC(=O)/C=C/c1ccc(Cl)cc1Cl)NCC1CCCO1 (configuration not stated)	i	1%	5%[1.84 µM]	7%	2%	20µM*	-3%	21%
Nc1ccccc1C(=O)NCc1ccccc1	i	-18%	-1%	-3%	-1%	6%	0%	5%
OC(c1ccccc1)(c1ccccc1)c1ncc[nH]1	-21%	-20%	0%	18%	0%	13%	6%	1%
COc1ccc(NC(=O)CCCCn2c(=O)[nH]c3ccccc3c2=O)cc1	-4%[57.5 µM]	33%	2%	-3%	0%	8%	0%	-3%
NC(=S)NNC(=S)Nc1ccccc1	-1%	4%	1%	-1%	4%	3%	-9%	?
COCCN(C(=O)COC(=O)CCc1ccccc1)c1c(N)n(Cc2ccccc2)c(=O)[nH]c1=O	i	6%	6%	0%	-6%	20%	-11%	2%
COc1cccc(NC(=O)C2CCCN2S(=O)(=O)c2ccc3nc(-c4ccccc4)[nH]c3c2)c1 (configuration not stated)	-28%	?	-3%	/	/	-1%	/	/
COc1ccc(C(=O)NC2CCN(CC(=O)NC3CCCCC3)CC2)cc1	i	-13%	0%	22%	5%	13%	0%	3%
CCN1CCCC1CNC(=O)c1cc(NC(C)=O)c(N(C)C)cc1OC (configuration not stated)	i	18%	3%	5%	2%	0%	22%	0%
CCCc1nc(SCc2cccnc2)c2c(=O)n(C)c(=O)n(C)c2n1	-19%	-11%	28%	?	13%	-2%	3%	6%
Cc1c2ccncc2cc2c1[nH]c1ccccc12	-13%	-2%	10µM*	-9%	?	-1%	-3%	-28%
CCCC1NC(=O)c2cccnc2-n2c1nc1cc(C)cc(C)c1c2=O (configuration not stated)	-2%	20%	8%	7%	11%	24%	-16%	-6%
O=C(CCc1c[nH]c2ccccc12)OCc1ccc(Br)cc1	-15%	15%	3%	-6%	2%	13µM*	10%	-1%
COc1ccc([C@@H]2C[C@H]3[C@@H](CN2S(=O)(=O)c2ccccc2)C(=O)C[C@@H](c2cccc4ccccc24)N3S(=O)(=O)c2ccc(C)cc2)cc1	i	8%	0%	11%	-1%	18%	5%	22%
CCOC(=O)N1CCN(C(=O)/C(=C\c2ccc(SC)cc2)NC(=O)c2ccccc2)CC1	i	27%	3%	-10%	5%	-2%	-1%	-1%
COc1ccc2c(=O)c(-c3ccc(C)cc3)c(-c3ccccc3)oc2c1	-8%	-12%	0%	?	5%	23%	7%	-4%
CN1CCN(CC(=O)O)CC1	-24%[57.5 µM]	2%	3%	0%	-5%	-13%	4%	18%
NS(=O)(=O)c1ccc(NC=C2C(=O)OC3(CCCCC3)OC2=O)cc1	?	?	-1%	-8%	1%	-11%	7%	-8%
CC(NC(=O)c1ccccc1Cl)C(=O)Nc1ccc2c(c1)OCO2 (configuration not stated)	i	11%	4%	-4%	-5%	17%	0%	9%
CC1=C(C(=O)N(C)C)CC(CC(=O)NCC2CCCCC2)C(=O)N1Cc1ccc(C(C)(C)C)cc1 (configuration not stated)	-26%	41%	-2%	-2%	0%	17%	-23%	6%
COc1cccc(-c2ccc(NC(=O)C3CCCN(Cc4cc(C)[nH]n4)C3)cc2)c1 (configuration not stated)	i	27%	2%	0%	8%	3%	0%	9%
Cc1nccn1S(=O)(=O)c1cc([N+](=O)[O-])ccc1Cl	-1%	0%	-6%	-24%	1%	-15%	1%	-1%
O=C(Nc1cccc(F)c1)/C(=C\c1cccnc1)NC(=O)c1ccco1	i	-2%	0%	5%	2%	0%	-2%	25%
COC(=O)c1sc(S(=O)(=O)N2CCC(C(=O)O)CC2)c(C(=O)OC)c1C	-17%[57.5 µM]	0%	9%	-7%	5%	0%	3%	1%
COc1ccc(NC(=O)Cn2c(=O)n(-c3ccccc3)c(=O)c3oc4ccccc4c32)c(OC)c1	-33%	27%	-5%	-5%	-3%	3%	9%	30%
COc1ccc(NC(=O)CC2C(=O)N(c3cccc(C)c3)C(=O)N2C2CCCCC2)cc1 (configuration not stated)	i	41%&29%	0%	-4%	1%	-4%&2%	0%	-11%
COc1cc(-c2nc3ccccn3c2NCC2CCCO2)ccc1O (configuration not stated)	-16%[57.5 µM]	7%	2%	1%	-4%	-17%	8%	22%
CC(CN1CCN(C)CC1)OC(=O)c1ccc(Cl)cc1Cl (configuration not stated)	-22%[57.5 µM]	?	-2%	-14%	12%	-18%	3%	1%
CC(=O)c1ccc(NC(=O)[C@@]2(CC(=O)O)CC(/C=C/c3ccccc3)=NO2)cc1	-24%	-8%	0%	6%	10%	-4%	3%	6%
CNc1cncc(-c2cc(OC)c(OC)c(OC)c2)n1	-6%	-17%	11%	-4%	8%	?	1%	-5%
CC(C)N(Cc1nc(-c2ccccc2)no1)C(=O)CCCN1C(=O)c2ccccc2C1=O	-3%[57.5 µM]	10%	0%	-4%	16%	3%	16%	-6%
CC1CN(C(=O)CN2C(=O)NC3(CCCCCCC3)C2=O)CC(C)O1 (configuration not stated)	18%	33%	-4%	-5%	9%	-23%	-5%	-18%
O=C(OCC(=O)N(Cc1ccccc1)Cc1ccccc1)c1cccc(O)c1	-18%	/	-10%	7%	-16%	20%	-17%	12%
Cc1cc(=O)oc2cc(OCc3cc4c(cc3Cl)OCO4)ccc12	i	-28%	2%	7%	2%	0%	4%	15%
COc1ccc(C(=O)N2N=C(c3cccs3)CC2c2ccccc2O)cc1 (configuration not stated)	?	20%	18µM*	?	3%	28%	9%	?
Cn1cnc(S(=O)(=O)N2CCN(c3cccc(C(F)(F)F)c3)CC2)c1	i	2%	5%	-16%	-4%	5%	8%	0%
O=C(Nc1cccc([N+](=O)[O-])c1)c1[nH]ncc1Cl	i	/	-2%	-18%	5%	-17%	-10%	-39%
COc1ccc(CCC(=O)NCc2cnn(C)c2)cc1	-3%[57.5 µM]	9%	-6%	9%	-1%	-18%	-3%	-1%
O=C(CSc1nnc(SCc2ccccc2)s1)N/N=C/C=C\c1ccco1	-21%	17%	0%	-16%	4%	27%	10%	?
COc1ccc([N+](=O)[O-])cc1/C=N/Nc1nc(N2CCCCC2)nc(N2CCCCC2)n1	i	20%	2%	-5%	-4%	9%[9.22 µM]	10%	-2%
COC(=O)c1cccc(NC(=O)CCSc2ccc(Cl)cc2)c1C	-23%[57.5 µM]	-4%	0%	19%[57.1 µM]	17%	-1%	-4%	5%
COC(=O)Cn1cnc2c(nnn2-c2cccc(OC)c2)c1=O	i	-17%	-10%	10%	12%	3%	0%	-6%
N#Cc1ccc(S(=O)(=O)N2CCCCC2c2cc(C(=O)NCc3cccnc3)no2)cc1 (configuration not stated)	-1%	-3%	-2%	-6%	6%	13%	3%	-1%

As a working copy, part of the list above:
SMILES	PTHR1 ag	FUS suppressor	aSyn rescue	EPAC2 antagonist	EPAC2 agonist	TDP-43 yeast inh	EPAC1 agonist	EPAC1 antagonist
Cn1cnc(S(=O)(=O)N2CCN(c3cccc(C(F)(F)F)c3)CC2)c1	i	2%	5%	-16%	-4%	5%	8%	0%
O=C(Nc1cccc([N+](=O)[O-])c1)c1[nH]ncc1Cl	i	/	-2%	-18%	5%	-17%	-10%	-39%
COc1ccc(CCC(=O)NCc2cnn(C)c2)cc1	-3%[57.5 µM]	9%	-6%	9%	-1%	-18%	-3%	-1%
O=C(CSc1nnc(SCc2ccccc2)s1)N/N=C/C=C\c1ccco1	-21%	17%	0%	-16%	4%	27%	10%	?
COc1ccc([N+](=O)[O-])cc1/C=N/Nc1nc(N2CCCCC2)nc(N2CCCCC2)n1	i	20%	2%	-5%	-4%	9%[9.22 µM]	10%	-2%
COC(=O)c1cccc(NC(=O)CCSc2ccc(Cl)cc2)c1C	-23%[57.5 µM]	-4%	0%	19%[57.1 µM]	17%	-1%	-4%	5%
COC(=O)Cn1cnc2c(nnn2-c2cccc(OC)c2)c1=O	i	-17%	-10%	10%	12%	3%	0%	-6%
N#Cc1ccc(S(=O)(=O)N2CCCCC2c2cc(C(=O)NCc3cccnc3)no2)cc1 (configuration not stated)	-1%	-3%	-2%	-6%	6%	13%	3%	-1%
